Assay outcomes from PubChem.
AmpC inh no detg = AmpC beta-lactamase inhibition without detergent; P00811; AmpC nitrocefin hydrolysis, absorbance 480 nm, 0.0001% Triton; Potency, µM (top dose mostly 57.1 µM), for the others: at the highest dose activity change, negative = inhibition, hits mostly inhibitors; 330,000 compounds, 0.52% hits;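 note: potency is the fitted concentration of half-maximal effect; plate controls were no compound for no effect and no enzyme for full effect; nearly all actives have a fitted effect of over 20% in size; some results filed as inactive show a strong effect at the top dose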
Target sequence (P00811 whole entry, looked up): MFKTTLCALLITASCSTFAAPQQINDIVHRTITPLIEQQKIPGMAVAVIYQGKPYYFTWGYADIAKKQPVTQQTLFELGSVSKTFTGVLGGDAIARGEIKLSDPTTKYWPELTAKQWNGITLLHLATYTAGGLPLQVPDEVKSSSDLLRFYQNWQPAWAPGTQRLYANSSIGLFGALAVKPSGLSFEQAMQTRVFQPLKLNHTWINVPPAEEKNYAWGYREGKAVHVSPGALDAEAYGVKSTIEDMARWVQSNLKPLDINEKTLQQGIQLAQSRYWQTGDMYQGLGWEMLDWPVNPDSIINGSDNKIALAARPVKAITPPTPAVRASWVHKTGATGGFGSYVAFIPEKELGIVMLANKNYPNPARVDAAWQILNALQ
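AmpC (5.3 nM in the dispensed reagent) in 20 mM phosphate pH 7.0 with 0.01% (detergent screen) or 0.0001% Triton X-100 was preincubated with compounds for 15 min at room temperature. Nitrocefin was then added from an 800 uM solution, and hydrolysis was followed at 480 nm.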
Tb PYK inh = inhibitors of Trypanosoma brucei pyruvate kinase | Potency, µM (titrated, usually from 76.8 µM), for inactives: at the highest dose activity, negative = inhibition, usual class: inhibitors | TbPYK enzyme, Kinase-Glo Plus ATP luminescence, 45 min | Q57TT1 | 410,000 compounds, 0.12% hits; note: potency is the fitted concentration of half-maximal effect; % is set by controls: 0 for no effect and ±100 for the full control effect; nearly all actives have a fitted effect of over 50% in size
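TbPYK + substrate in 50 mM TEA pH 7.2, 100 mM KCl, 10 mM MgCl2, 0.05% BSA, 0.01% Tween-20; cpd pinned; ADP 130 uM final; 45 min RT; Kinase-Glo Plus 10 min; luminescence endpoint.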
Pf growth 48h = P. falciparum growth inhibition at 48 hours (one generation) | AID 504832 | 310,000 compounds, 5.9% hits | Potency, µM (series often up to 28.7 µM), without a hit: at the highest dose activity change, negative = inhibition, hits mostly inhibitors | P. falciparum luciferase growth in erythrocytes, 48 h; note: potency is the fitted concentration of half-maximal effect; % is set by controls: 0 for no effect and ±100 for the full control effect
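Here the parasites carry a stable luciferase gene and grow inside erythrocytes in Albumax-based RPMI medium with compound for one erythrocytic cycle. Activity is scored as loss of luminescent signal.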
Cycloheximide cs = affects cycloheximide protein synthesis inhibition readout, counter-screen. cell reporter, cycloheximide protein synthesis inhibition counterscreen. max response, %. 300,000 compounds, 12% hits. AID 2314; in the data active = max response mostly above about 13%, no sharp cut-off; inactive = mostly below about 14%; note: read at 38.3 µM for the half of the compounds with a filed dose; 0% is about no effect
LmPK inhibitor = inhibitors of Leishmania mexicana pyruvate kinase; purified LmPK, Kinase-Glo ATP luminescence, 1 h; AID 1721; Q27686; Potency, µM (titrated, usually from 57.5 µM), for the others: at the highest dose activity change, negative = inhibition, hits mostly inhibitors; 290,000 compounds, 0.37% hits; note: potency is the fitted concentration of half-maximal effect; % is set by controls: 0 for no effect and ±100 for the full control effect
Target sequence (Q27686 whole entry, looked up): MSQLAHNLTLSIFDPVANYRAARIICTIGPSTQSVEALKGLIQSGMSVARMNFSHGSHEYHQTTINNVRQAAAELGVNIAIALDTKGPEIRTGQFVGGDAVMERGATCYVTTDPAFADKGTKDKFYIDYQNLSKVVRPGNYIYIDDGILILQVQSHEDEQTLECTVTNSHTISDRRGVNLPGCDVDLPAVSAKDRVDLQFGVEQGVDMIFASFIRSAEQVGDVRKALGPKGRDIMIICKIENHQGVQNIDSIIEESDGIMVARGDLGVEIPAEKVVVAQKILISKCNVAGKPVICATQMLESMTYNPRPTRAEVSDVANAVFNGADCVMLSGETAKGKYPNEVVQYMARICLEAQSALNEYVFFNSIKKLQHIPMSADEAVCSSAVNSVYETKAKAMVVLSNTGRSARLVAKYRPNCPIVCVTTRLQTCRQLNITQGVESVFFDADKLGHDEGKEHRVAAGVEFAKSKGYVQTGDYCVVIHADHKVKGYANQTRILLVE
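Pyruvate kinase activity monitored as ATP production (luciferase luminescence). Conditions: 0.1 nM enzyme, 0.5 mM PEP, 0.1 mM ADP, 1 h, RT; normalized against uninhibited and no-enzyme wells.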
Shiga inhibitor = blocks Shiga toxin action in Vero cells; inhibition, % at 38.7 µM; Vero cells, Shiga toxin protein synthesis inhibition reporter; 290,000 compounds, 9.2% hits; in the data active = inhibition mostly above about 28%, no sharp cut-off; inactive = mostly below about 43%; note: 0% is about no effect
Pf growth 96h = P. falciparum growth inhibition at 96 hour, primary screen for plastid delayed-death inhibitors | P. falciparum luciferase reporter growth, 96 h | Potency, µM (top dose mostly 28.7 µM), for the others: top-dose activity change, negative = inhibition, hits mostly inhibitors | 320,000 compounds, 6.9% hits | AID 504834; note: potency is the fitted concentration of half-maximal effect; % is set by controls: 0 for no effect and ±100 for the full control effect
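96 h incubation, 37 C, 5% CO2, of luciferase-reporter P. falciparum-infected RBCs (2% hematocrit, 0.05% parasitemia final) with test compounds; endpoint luminescence.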
The depositor's hits bear a star; ? = inconclusive; / = not tested or not shown; & = joins results of further samples; [ ] = remark or other dose. Unless noted, calls come from the whole dose curve; as a rule, active = well fitted curve in the direction sought with a large enough effect; inconclusive = small, poorly fitted or top-dose-only effect, or another doubt; inactive = no such curve, though single readings can be large; an effect the other way counts as inactive or inconclusive.

SMILES	AmpC inh no detg	Tb PYK inh	Pf growth 48h	Cycloheximide cs	LmPK inhibitor	Shiga inhibitor	Pf growth 96h
CCOC(=O)N1N=C(C)CC1(O)c1ccccc1 (stereo not drawn)	-9%	4%	26%	6	-2%	3	25%
CCOC(=O)N1CCN(CCC(=O)Nc2ccc(OC)cc2)CC1	-17%	-6%	-11%	-3	-15%	-22	8%
COc1ccccc1NS(=O)(=O)c1cccc(C(=O)NCC(c2ccc(F)cc2)N2CCOCC2)c1 (stereo not drawn)	?	1%	?	/	/	/	?
CC(CNC(=O)c1ccc2c(c1)OCO2)c1ccc([N+](=O)[O-])cc1 (stereo not drawn)	-26%	3%	-26%	1	-2%	12	10%
[O-][n+]1c2c(nc3c1-c1ccccc1C3O)CCCC2 (stereo not drawn)	-5%	/	53%[activator]	8	-12%	-25	-5%
COc1cc(NC(=O)c2cccc(F)c2)cc(OC)c1OC	-15%	3%	24%	0	0%	12	-15%
O=C(COc1nnnc2ccccc12)N1CCCc2ccccc21	-22%	3%	20%	-2	2%	-7	37%[activator]
Cc1ccc(S(=O)(=O)NCCCCC(NC(=O)OC(C)(C)C)C(=O)O)cc1 (stereo not drawn) (tested in a mixture with another compound)	-16%	-6%	-5%	-2	-5%	-2	/
COc1ccc(OC)c(S(=O)(=O)Nc2ccccc2C)c1	-14%	-12%	0%	-5	-5%	-5	-10%
O=C(C1CCC1)N1CCN(S(=O)(=O)c2cccc(F)c2)CC1	-14%	7%	?	/	/	/	-7%
CN(Cc1nc(Cc2ccccc2F)no1)Cc1cccc2ncccc12	39%	3%	?	5	8%	-30	-18%
CCCCCCCNC(=O)C1(CC2CC(c3ccc(Cl)cc3)=NO2)CCN(C(=O)Cc2ccc(F)cc2)CC1 (stereo not drawn)	-24%	1%	1%	2	4%	-1	12µM*
CCOCCn1c(=NC(=O)c2ccc(S(=O)(=O)N3CCOCC3)cc2)sc2cc(S(N)(=O)=O)ccc21	22%	0%	15µM*	-1	2%	-20	6.6µM*
CC(=O)Nc1ccc(S(=O)(=O)Nc2ccn(Cc3ccccc3Cl)n2)cc1	-33%	0%	-6%	-1	0%	-5	?
Cc1ccc(C(=O)N/C(=C\c2ccc(C(C)C)cc2)C(=O)NCCCN2CCOCC2)cc1	285%[activator]	3%	-11%	-3	3%	39	?
Cc1cc(Cl)ccc1N=c1ssnc1Cl	-31%	?	/	4	-12%	-14	4%
CCCCN(C(=O)Cn1nnc2ccccc21)C(C(=O)NCCOC)c1ccccc1 (stereo not drawn)	23%	3%	-15%	-1	1%	-5	-18%
c1ccc(-c2noc(CSc3nnnn3C3CCCCC3)n2)cc1	-24%	5%	70%[activator]	28*	4%	46	3%
CCc1ccc(NC(=O)CSc2nccn(-c3ccc4c(c3)OCCO4)c2=O)cc1	-38%	-4%	-7%	/	/	/	43%[activator]
COc1cc2[nH]c(=O)c(C(=O)NCc3ccccc3Cl)c(O)c2cc1OC	-1%	0%	-4%	1	0%	-2	?
Cc1ccc(S(=O)(=O)NCCC(=O)Oc2ccc3ccc(=O)oc3c2)cc1	-26%	6%	19%	-3	-2%	-11	20%
CCn1c(=N)n(CC(=O)c2cccc([N+](=O)[O-])c2)c2ccccc21	-17%	3%	68%[activator]	38*	-2%	81*	-1%
Cc1cccc(NC(=O)CN(C)S(=O)(=O)c2ccccc2)n1	-5%	-11%	27%	2	-9%	-12	/
Nc1nonc1C(=O)N/N=C/c1ccc([N+](=O)[O-])o1	-21%	-1%	?	44*	-7%	76*	?
CN(C)c1cccc(C(=O)OC(C(=O)Nc2ccc([N+](=O)[O-])cc2Br)c2ccccc2)c1 (stereo not drawn)	-24%	6%	?	-2	-3%	0	?
Cc1ccc(N2CCN(C(=O)c3cc(C(=O)c4ccccc4C)c[nH]3)CC2)c(C)c1	-25%	-6%	?	-2	-1%	17	?
CCn1nc(C)c(CNC(=O)C2CCC(=O)N(CCc3ccc(Cl)cc3)C2)c1C (stereo not drawn)	53%	2%	-7%	-2	-10%	15	9.3µM*
CCOC(=O)c1ccc(NC(=O)Cn2ccc([N+](=O)[O-])n2)cc1	-5%[2.29 µM]	1%	30%[activator]	-2	1%	-1	?
N#C/C(=C\c1cccs1)Sc1nc2ccccc2s1	-39%	2%	14%	31*	-1%	44*	-19%
COc1ccc(CN2CCN(C(=O)c3cccc4ccccc34)CC2)cc1OC	72%[activator]	-10%	-8%	-4	4%	0	?

An excerpt from the list above, for reference:
SMILES	AmpC inh no detg	Tb PYK inh	Pf growth 48h	Cycloheximide cs	LmPK inhibitor	Shiga inhibitor	Pf growth 96h
Cc1cc(Cl)ccc1N=c1ssnc1Cl	-31%	?	/	4	-12%	-14	4%
CCCCN(C(=O)Cn1nnc2ccccc21)C(C(=O)NCCOC)c1ccccc1 (stereo not drawn)	23%	3%	-15%	-1	1%	-5	-18%
c1ccc(-c2noc(CSc3nnnn3C3CCCCC3)n2)cc1	-24%	5%	70%[activator]	28*	4%	46	3%
CCc1ccc(NC(=O)CSc2nccn(-c3ccc4c(c3)OCCO4)c2=O)cc1	-38%	-4%	-7%	/	/	/	43%[activator]

Additional entries
SMILES	AmpC inh no detg	Tb PYK inh	Pf growth 48h	Cycloheximide cs	LmPK inhibitor	Shiga inhibitor	Pf growth 96h
CCOc1ccc(N(C)C(=O)CCc2nnc3ccc(N4CCC5(CC4)OCCO5)nn23)cc1	58%	-4%	-10%	7	6%	-6	2%
O=C1CC(=O)N(Cc2ccccc2)C(=S)N1	-56%	8%	18%	-3	5%	-4	35%
COc1ccc(S(=O)(=O)N2CCCCC2C(=O)O)cc1OC (stereo not drawn)	-11%	3%	8%	-3	0%	-5	2%
CCc1nc(N2CCN(C(=O)c3ccco3)CC2)c2oc3ccccc3c2n1	52%	1%	/	-2	13%	-12	?
O=C(NO)c1cc(OCC(F)(F)F)ccc1OCC(F)(F)F	-6%	6%	?	-2	-2%	-5	?
COc1ccc(Cl)cc1C(=O)NNC(=O)c1ccncc1	-13%	1%	23%	2	4%	/	?
Cn1c(SCC(=O)NC(=O)c2cccc([N+](=O)[O-])c2)nnc1-c1ccc(F)cc1	-15%	-9%	27%	-2	3%	1	12%
CC1CC(C)CN(S(=O)(=O)c2ccc(C(=O)N3CCN(c4ccccc4)CC3)cc2)C1 (stereo not drawn)	57%	-5%	?	-5	1%	6	?
O=C(CSc1nccc(=O)[nH]1)Nc1ccc2c(c1)OCCO2	-16%	-1%	277%[activator]	42*	7%	155*	126%[activator]
Cc1ccc2c(c1)C1CN(C)CCC1N2C(=O)c1ccc(Br)o1 (stereo not drawn)	5%	0%	/	7	3%	-2	9%
COc1ccccc1NC(=O)CCC(=O)OCc1ccc(Cl)cc1	2%	1%	29%	7	3%	-6	50%[activator]
O=C(CCc1ccccc1)NC1(Cc2ccccc2)CCN(CCCc2ccccc2)C1=O (stereo not drawn)	51%	-1%	?	/	/	/	?
COc1ccc(C(=O)N2CCC3(CC2)NCCc2[nH]cnc23)cc1	0%	3%	-2%	-3	3%	-5	33%[activator]
Cc1cc(/C=C2\SC(N)=NC2=O)c(C)n1-c1ccc(F)cc1	-38%	-1%	?	20*	-2%	16	?
O=C(COC(=O)C1(c2ccc(F)cc2)CCCC1)NCc1ccco1	-10%	9%	9%	12	3%	6	22%

2 of these compounds in another layout:
| Compound | AmpC inh no detg | Tb PYK inh | Pf growth 48h | Cycloheximide cs | LmPK inhibitor | Shiga inhibitor | Pf growth 96h |
| --- | --- | --- | --- | --- | --- | --- | --- |
| CCOC(=O)c1ccc(NC(=O)Cn2ccc([N+](=O)[O-])n2)cc1 | -5%[2.29 µM] | 1% | 30%[activator] | -2 | 1% | -1 | ? |
| N#C/C(=C\c1cccs1)Sc1nc2ccccc2s1 | -39% | 2% | 14% | 31* | -1% | 44* | -19% |

Among those listed so far, these contain bromine:
SMILES	AmpC inh no detg	Tb PYK inh	Pf growth 48h	Cycloheximide cs	LmPK inhibitor	Shiga inhibitor	Pf growth 96h
CN(C)c1cccc(C(=O)OC(C(=O)Nc2ccc([N+](=O)[O-])cc2Br)c2ccccc2)c1 (stereo not drawn)	-24%	6%	?	-2	-3%	0	?
Cc1ccc2c(c1)C1CN(C)CCC1N2C(=O)c1ccc(Br)o1 (stereo not drawn)	5%	0%	/	7	3%	-2	9%

More records
SMILES	AmpC inh no detg	Tb PYK inh	Pf growth 48h	Cycloheximide cs	LmPK inhibitor	Shiga inhibitor	Pf growth 96h
O=C(NCCOc1ccccc1)c1ccccc1Cl	5%	1%	108%[activator]	43*	0%	55*	20%
Cc1c(CN2CCc3c([nH]c4ccccc34)C2C2CCCCC2)cnn1C (stereo not drawn)	19%	0%	?	1	2%	-4	5.9µM*
C=CCOc1cccc(C2C(C(=O)c3ccco3)=C(O)C(=O)N2Cc2cccnc2)c1 (stereo not drawn)	-8%	-21%	-2%	9	4%	45	-12%
CCN(CC)C(=O)CN1C(=O)C2(OCC(C)(c3ccccc3)CO2)c2ccccc21 (stereo not drawn)	126%[activator]	2%	?	-3	3%	27	19%
O=C(CCc1nnc2n(CCc3ccccc3)c(=O)c3ccccc3n12)NCCCN1CCCCC1	26%	2%	-18%	-1	2%	17	3.7µM*
CC1CCCN(CCCNC(=O)C2CCCN(c3ncnc4c3nc3n4CCCCC3)C2)C1 (stereo not drawn)	17%	-7%	?	-2	2%	5	?
Cc1ccc(NC2CCCN(C(=O)c3cccnc3)C2)cc1C (stereo not drawn)	-2%	2%	-4%	-1	-15%	-36	?
COc1cc(OC)nc(N/N=C(\c2ccccc2)c2ccncc2)n1	-6%	0%	15µM*	-2	2%	-6	5.2µM*
CCNC(=S)NC1CC2CCC(C1)N2Cc1ccccc1 (stereo not drawn)	-17%	-1%	6%	-2	-4%	-17	?
O=C(Oc1ccc(N(C(=O)c2ccncc2)S(=O)(=O)c2ccc(F)cc2)cc1)c1ccncc1	73%[activator]	-8%	-16%	9	4%	-13	2%
CCc1ccccc1NC(=O)Cn1nnc(C(=O)NCc2cccc(OC)c2)c1N	-24%	2%&-8%	-12%	12	5%	-4	?
O=C(NCCS(=O)(=O)N1CCCC1)c1ccccc1	-6%	2%	37%[activator]	/	/	/	64%[activator]
O=C(COc1ccc(Br)cc1)NCCNC(=O)c1ccncc1	-13%	-6%	0%	1	-7%	11	0%
